# Screening results from PubChem.
# HDAC3 inh – human HDAC3 inhibition | O15379 | recombinant HDAC3, fluorogenic peptide/trypsin coupled, fluorescence | inhibition, % at 8.3 µM | 0.15% of 320,000 active; in the data active means inhibition above about 26%, passing the limit was not always enough; inconclusive means no clear call, values can overlap the other calls
# Target sequence (O15379 whole entry, looked up): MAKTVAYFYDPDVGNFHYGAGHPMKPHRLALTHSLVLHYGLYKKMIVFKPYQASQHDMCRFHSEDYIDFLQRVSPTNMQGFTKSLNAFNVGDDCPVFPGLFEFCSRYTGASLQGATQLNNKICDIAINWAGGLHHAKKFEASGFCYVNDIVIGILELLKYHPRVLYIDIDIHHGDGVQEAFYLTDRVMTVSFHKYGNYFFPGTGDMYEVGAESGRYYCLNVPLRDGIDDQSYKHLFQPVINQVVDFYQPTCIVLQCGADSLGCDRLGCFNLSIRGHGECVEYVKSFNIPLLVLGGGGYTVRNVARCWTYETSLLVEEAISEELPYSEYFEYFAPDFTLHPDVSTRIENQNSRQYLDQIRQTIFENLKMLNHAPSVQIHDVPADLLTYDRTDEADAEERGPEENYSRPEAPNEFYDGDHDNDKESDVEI
# Platelet DG rel – modulates dense granule release in human platelets; inhibition, %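 (compounds screened at 7.5 µM in platelet-rich plasma)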; AID 1663; human platelet-rich plasma, SFLLRN dense granule ATP release, luminescence; 0.22% of 300,000 active;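 active means mean replicate score, as percent of positive control, at or above 50; inconclusive means mean below 50 but at least one replicate at or above 50; inactive means mean and every replicate below 50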
# KLF5 inhibitor – inhibitors of KLF5 expression. DLD-1 KLF5 promoter-luciferase reporter, luminescence. 0.23% of 290,000 active. AID 1700. inhibition, % at 5 µM;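 active means inhibition above a per-plate limit of that plate's mean compound inhibition plus 3 SD, cut at about 60% in these data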;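 further: 0% = DMSO wells and 100% = LY294002 at 200 µM; higher means less KLF5 promoter-driven luciferase light; inactives centre near -14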
# HSP90 inh – blocks HSP90-mediated luciferase refolding in reticulocyte lysate; 0.91% of 290,000 active; inhibition, % at 5.6 µM; Rabbit reticulocyte lysate, luciferase refolding luminescence, 3 h;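 active means inhibition above the screen-wide mean plus 3 SD, computed separately per campaign, cut at about 16% in these data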;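 further: 0% = DMSO wells and 100% = 60 µM geldanamycin wells; inhibitors lower the luminescence because luciferase stays unfolded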
# IEC-6 tox – counter-screen for KLF5 inhibitors: cytotoxicity in IEC-6 cells; IEC-6 cytotoxicity, luminescence viability; inhibition, % at 5 µM; 0.78% of 290,000 active; AID 1825; in the data active means inhibition above about 22%;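 further: 0% = plate median of test compound wells and 100% = cytotoxic reference compound wells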
# HSF-1 act – increases HSF-1 driven luciferase reporter signal; NIH3T3-HGL HSF-1 luciferase reporter, MG132, 8 h; 100% = twice DMSO control signal; activation, % at 9 µM; 1.7% of 300,000 active; AID 504408;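 active means mean replicate activation of at least 50% with a set share of replicates each reaching 50%; inconclusive means only one of those two conditions met; inactive means mean below 50% and too few replicates reaching it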;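 further: 0% = median of the neutral control wells and 100% = twice that signal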
# AI-2 QS modul – modulates the Vibrio harveyi AI-2 quorum sensing system; Vibrio harveyi JMH597 AI-2 luminescence/OD600 ratio, 9 h; active compounds read low; strain lacks LuxN and CqsS sensors; 0 = neutral-control median; activity change, % at 7.5 µM; 0.4% of 300,000 active; AID 2094; in the data active means activity change below about -75%, passing the limit was not always enough; inconclusive means no clear call, values can overlap the other calls;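 further: luminescence divided by OD600 gain over 9 h not by final OD600 alone; inactives centre near 13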
# HSF1 inhib – HSF1 inhibition | NIH3T3-HGL HSE-luciferase, MG132-induced, luminescence 8 h; active compounds read low | activity change, negative = inhibition, % at 7.5 µM (by protocol) | 0.77% of 300,000 active | AID 2098;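 active means more than half of replicate wells show activity change below -50%, luminescence cut by over half; inconclusive means some wells, but at most half, below -50%; inactive means no replicate well below -50%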;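 further: luciferase reports HSF-1 transcriptional activity via heat shock element; 0% = median of DMSO wells and -100% = zero luminescence signal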
# HIF act – HIF pathway transcriptional activation. U2OS HRE-luciferase reporter, luminescence; normalized: DMSO 0%, desferrioxamine 100%. activation, % at 7.5 µM (by protocol). 0.32% of 300,000 active. AID 1910;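 active means mean activation of at least 10% of the iron chelator positive control signal, with at least half of replicates also reaching 10%; inconclusive means mean and replicate majority disagree about reaching 10%; inactive means mean and most replicates under 10%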
# aSyn UTR inh – MLPCN primary screen, SNCA 5' untranslated region | alpha-synuclein 5'UTR reporter, inhibitor activity | inhibition, % (tested at 7.5 µM) | 0.82% of 300,000 active | AID 1813; in the data active means inhibition above about 60%; inconclusive means no clear call, values can overlap the other calls;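 further: H4 neuroglioblastoma cells stably carrying SNCA 5'UTR luciferase fusion; 0% = DMSO wells and 100% = positive control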
# * marks the source's active call; other numbers are inactive results; ? = inconclusive; nt = no result given.
SMILES,HDAC3 inh,Platelet DG rel,KLF5 inhibitor,HSP90 inh,IEC-6 tox,HSF-1 act,AI-2 QS modul,HSF1 inhib,HIF act,aSyn UTR inh
COc1ccc(S(=O)(=O)N2CCCC(C(=O)N3CCN(c4ccccc4)CC3)C2)cc1Cl (stereo not drawn),-1,15,-26,0,-4,11,33,8,-0.6,4
O=C(NCC(c1ccc(F)cc1)N1CCOCC1)c1ccco1 (stereo not drawn),?,1,nt,nt,nt,8,-6,6,0.0,-22
COc1ccc(/C=C/c2ccccc2)cc1[C@H]1[C@@H]2C=CCC[C@@]2(C)C(=O)N1Cc1ccccc1,-1,-2,nt,nt,nt,7,20,24,0.7,-31
CCC1CN(C(=O)NCc2ccc(C)cc2)c2cc(Cl)ccc2O1 (stereo not drawn),3,-1,-12,1,2,-6,15,3,-2.9,1
CCc1ccc(NC(=O)CSc2nnc(COc3ccc4c(c3)CCCC4)o2)cc1,-1,4,-8,5,3,-5,15,2,-0.1,1
Cc1ccc(Nc2nc(N)nc(CN3CCN(c4ccccc4)CC3)n2)cc1Cl,6,2,0,8,8,15,-5,7,-0.3,34
COc1ccc(-c2[nH]ncc2CNCc2cc(C)n(C)n2)c(F)c1,-2,1,-4,0,2,34,11,2,-0.7,16
CNC(=O)c1ccc(-n2cccn2)nc1,15,-1,19,1,8,-28,15,-6,-0.5,15
Cc1cccc(NS(=O)(=O)c2c(C(=O)N3CCOCC3)c(C)n(C)c2C)c1C,-1,-39,-18,-2,3,7,4,-5,0.0,-11
CC(=O)Nc1ccc(SCC(=O)N(C)C2CCS(=O)(=O)C2)cc1 (stereo not drawn),-6,-4,1,-2,-6,7,4,-8,-1.1,20
CCn1ccnc1CN(C)Cc1nc(-c2cccc(Cl)c2)no1,-8,2,-30,-1,4,34,14,4,2.6,-34
COc1ccc(CN(CC(=O)NCc2ccc(F)cc2)C(=O)c2ccco2)cc1,-5,-1,-6,-3,0,11,8,-4,0.0,14
CCCCC1CCC(c2ccc(C(N)=O)cc2)CC1 (stereo not drawn),0,3,-18,2,5,2,10,-2,-0.6,-2
COCCNC(=O)CSc1ccccc1C(=O)NC1CCSc2ccccc21 (stereo not drawn),5,14,14,3,8,6,19,-1,-6.0,-3
O=S(=O)(NCCN1CCOCC1)c1cccc(C(F)(F)F)c1,1,0,-39,2,3,-3,-9,-5,-0.3,-5
O=C(Nc1c(O)c2ccccc2[nH]c1=O)c1ccco1,1,0,-7,1,4,1,24,1,-0.2,-14
Cc1ccc(Nc2nnns2)cc1C,-3,1,11,-1,-10,0,14,0,-0.3,-17
CC(=O)NC(O)C(=O)c1ccco1 (stereo not drawn),3,4,-13,-1,0,-3,-2,-9,nt,-10
CCOC(=O)c1[nH]c2cc(OC)c(OC)cc2c1N,1,18,-17,1,-4,9,26,0,0.7,11
CC1(C)CC(CC(=O)Nc2nccs2)(c2ccccc2)CCO1 (stereo not drawn),-2,-6,-5,-2,2,-19,7,-5,-0.7,-17
Cc1c(C(=O)O)oc2ccc3c(c12)C(O)CC(C)(C)O3 (stereo not drawn),1,10,4,3,-3,-1,19,-2,-0.9,2
O=C(CCNS(=O)(=O)c1ccccc1)N1CCC(Cc2ccccc2)CC1,0,-6,-34,-4,-4,0,23,-5,1.0,9
CC(=O)Nc1c(O)nc(SCC(=O)Nc2cccc(C)c2)[nH]c1=O,4,8,-15,3,-1,-18,11,-4,0.0,9
Cc1ccc(C)c2[nH]c(=O)c(CCNC(=O)c3ccc(S(=O)(=O)N4CCOCC4)cc3)cc12,-2,-8,-25,2,4,3,8,2,-0.2,13
CC1CN(S(=O)(=O)c2cccc(C(=O)NCCC3=CCCCC3)c2)CC(C)O1 (stereo not drawn),-8,12,nt,nt,nt,13,1,1,0.1,22
SMILES,HDAC3 inh,Platelet DG rel,KLF5 inhibitor,HSP90 inh,IEC-6 tox,HSF-1 act,AI-2 QS modul,HSF1 inhib,HIF act,aSyn UTR inh
COC(=O)C1=C(C)NC(=O)CC1c1cc2c(cc1Br)OCO2 (stereo not drawn),-5,-163,-27,-5,-4,20,-12,8,0.0,0
Cc1csc(NC(=O)CSc2ccccc2F)n1,-2,3,-75,-2,0,13,11,13,2.9,-88
CCOC(=O)C1(Cc2cccc(OC)c2)CCCN(C(=O)CCN2CCCO2)C1 (stereo not drawn),2,-2,-132,0,-3,42,2,22,3.8,-112
COc1ccc(C2=C(c3ccc([N+](=O)[O-])cc3)C(=O)OC2)cc1,-1,15,-53,-5,-4,-3,28,-2,0.6,22
O=C1c2ccccc2C(=O)N1Nc1ccc([N+](=O)[O-])cc1[N+](=O)[O-],0,2,7,-5,-1,29,14,-1,-23,6
O=C(O)c1ccc(-n2cccc2/C=C2/SC(=O)N(CC(=O)N3CCCC3)C2=O)cc1,4,-1,-21,2,-22,28,21,-3,0.0,0
C=CCO/N=C/C1C(=O)CC(C)(C)CC1=O,-2,-1,-21,5,3,6,30,-8,-0.3,4
COc1cccc(CNC(=O)c2ccc(C)c(S(=O)(=O)N3CCCCC3)c2)c1,1,8,nt,nt,nt,-10,17,-5,0.0,7
Cn1c(=O)n(C)c2cc(N3CCCC3)c(NC(=O)c3cccc(F)c3)cc21,2,4,-13,-2,-4,-4,1,2,-0.1,0
CCOC(=O)c1cnc2c(CC)cccc2c1NCCCN1CCOCC1,0,0,-27,-3,5,8,5,1,-9.4,-3
COc1cccc(N(CC(=O)N2CCc3ccccc3C2)S(C)(=O)=O)c1,-3,-7,10,5,6,69*,12,36,-0.1,-8
CCN(CC)c1ccc(C=C2C(=O)OC3(CCCCC3)OC2=O)cc1,9,-2,-26,3,3,0,-5,-5,-0.2,13
N#Cc1cnn2c1nc(N1CCOCC1)c1ccccc12,3,1,-5,4,6,-13,20,-13,0.0,50
COc1ccc(NS(=O)(=O)c2cccc(C(=O)NNC(=O)CNC(=O)c3ccccc3)c2)cc1,-9,-4,-29,1,-5,5,40,0,-0.2,7
COc1ccc(CN(C)CC(O)COc2ccc(-c3ccccc3)cc2)cc1OC (stereo not drawn),1,-7,-27,-1,2,-7,13,-3,1.0,10
O=C1c2ccccc2C(=O)N1CC(O)COCc1ccccc1 (stereo not drawn),2,-3,0,0,-4,-2,4,8,0.0,-2
COc1ccccc1N(C(=O)c1cncc(Br)c1)c1nc(-c2ccc(C)cc2)cs1,5,2,-38,-4,-1,-3,16,-4,0.0,-37
CC(CCc1ccccc1)NC(=O)C(=O)NCCc1ccccc1 (stereo not drawn),-5,18,-35,1,0,-1,-6,-2,-0.3,-5
Cc1nc2cc(C(F)(F)F)ccc2n1C1CCN(CC(=O)N2CCOCC2)CC1,2,1,-7,-1,-3,10,1,-3,0.3,17
O=C(c1cccc(N2CCCC2=O)c1)N1CCN(c2ccccc2)CC1,1,-1,-13,-2,-5,17,10,5,0.4,-6
CC(Oc1ccc(Cl)cc1Cl)C(=O)NCc1ccncc1 (stereo not drawn),4,-2,11,-1,4,11,17,1,0.4,-8
CCN(CC)C(=O)C1=C(C)NC(=O)NC1c1ccccc1F (stereo not drawn),1,-9,6,2,-1,1,23,-6,0.1,-13
O=C(NC1=NCCS1)c1cccc(NC(=O)c2ccco2)c1,-1,-2,-30,-5,-1,4,24,-5,12*,3
COc1ccc(S(=O)(=O)N/N=C(/C)c2ccncc2)cc1OC,-1,1,-34,5,3,-14,-11,-6,-0.5,18
CC(Sc1sc(=S)sc1SC(C)C(=O)O)C(=O)O (stereo not drawn),7,-6,-11,4,-9,30,9,2,-0.2,11
SMILES,HDAC3 inh,Platelet DG rel,KLF5 inhibitor,HSP90 inh,IEC-6 tox,HSF-1 act,AI-2 QS modul,HSF1 inhib,HIF act,aSyn UTR inh
Cc1cc(=O)oc2cc(OC(=O)c3ccco3)ccc12,nt,-2,1,0,2,12,-3,2,-0.3,19
O=C(Cc1cccs1)NCc1ccccc1F,1,8,-44,-1,-7,3,18,-2,1.1,-27
Cn1nc(C(=O)Nc2ccc(S(=O)(=O)N3CCCC3)cc2)ccc1=O,0,0,-15,1,1,-23,7,-10,0.1,-2
O=C(NCc1cccnc1)c1cccnc1-c1nc2ccccc2s1,-2,0,-44,7,0,-22,23,-4,0.0,-15
CC1CCCC(C)N1c1nnc(NC(=O)c2cc(-c3ccc(Br)cc3)on2)s1 (stereo not drawn),-1,-2,7,0,6,-1,4,-2,-0.3,8
O=C(O)C1C2CCC(O2)C1C(=O)NCc1ccccc1Br (stereo not drawn),4,2,-12,1,-3,-16,9,-8,0.1,15
CCCCC(=O)N(Cc1ccc(-c2ccccc2-c2nn[nH]n2)cc1)[C@H](C(=O)O)C(C)C,-4,-4,-30,-3,3,1,15,-3,-0.1,8
N#Cc1cc2sc3nc4ccccc4n3c2cc1C#N,nt,3,-11,1,-2,-38,15,-26,-0.8,16
CCC(C)(C)NC(=O)C(c1ccccc1F)N(Cc1ccco1)C(=O)Cn1nnc2ccccc21 (stereo not drawn),-1,-9,22,1,4,8,17,8,-0.3,-5
Cc1ccc(CNC(=O)CN2C(=O)C3(OCCCO3)c3ccccc32)cc1,-6,10,-24,0,-2,-7,20,4,0.0,-11
CCN(CC)CCN(CC(=O)N(C1CCCCC1)C1CCCCC1)C(=O)c1cccnc1,?,2,-27,1,-6,14,25,3,-0.8,3
CC(C)(C)CC(=O)NC(=S)N1CCCCCC1,-4,-2,-4,-2,1,16,22,-2,-0.3,6
O=C(COC(=O)c1ccc(F)cc1F)Nc1ncccn1,-1,13,-11,-3,-2,19,3,-1,0.0,23
CC(C)(Oc1ccc(Cl)cc1)C(=O)N1CCN(C(=O)c2ccco2)CC1,3,-20,-14,-1,0,-3,9,-8,-0.4,3
Oc1cccc2c(NC(=S)Nc3ccc(OC(F)F)cc3)cccc12,1,12,-28,1,1,-14,-2,-10,1.6,-138
CN=C1c2cc3cc(OC)ccc3n2CCN1C,?,-5,-12,2,1,-5,23,-3,0.0,-34
O=C(Nc1ccc(Cl)cc1)OCc1cc(-c2ccccc2Cl)on1,-5,-5,-19,0,-4,-3,5,-6,-0.3,0
CC1CC1C(=O)Nc1nc(-c2cccs2)c(-c2cccs2)s1 (stereo not drawn),0,17,15,-2,0,-1,22,3,0.7,-71
Cc1ccc2nccc(C(=O)N3CCCC(Nc4ccc(F)cc4)C3)c2c1 (stereo not drawn),-8,1,-4,0,3,14,13,1,-0.4,10
CCCCn1nc2cc(C(=O)NCCc3cccs3)ccc2c1OCC,-24,7,1,1,-8,7,4,2,-0.2,-9
COc1cc(OC)cc(C(=O)NC(=S)Nc2nc(-c3cc4ccccc4o3)cs2)c1,3,5,-9,0,1,-2,9,-3,0.1,-22

# In the list so far, these contain a CF3 group.
SMILES,HDAC3 inh,Platelet DG rel,KLF5 inhibitor,HSP90 inh,IEC-6 tox,HSF-1 act,AI-2 QS modul,HSF1 inhib,HIF act,aSyn UTR inh
O=S(=O)(NCCN1CCOCC1)c1cccc(C(F)(F)F)c1,1,0,-39,2,3,-3,-9,-5,-0.3,-5
Cc1nc2cc(C(F)(F)F)ccc2n1C1CCN(CC(=O)N2CCOCC2)CC1,2,1,-7,-1,-3,10,1,-3,0.3,17
